# SRC1 TRFRET art = flags TR-FRET format artefacts in PPARgamma SRC-1 recruitment agonist screen | TR-FRET detection artefact counter-screen, emission ratio; active compounds read high | TR-FRET ratio at 8 µM | 99,000 tested, 0.34% active; in the data active = TR-FRET ratio above about 2300; note: inactives centre near 1800; reference of the scale not given here
# SRC3 TRFRET art = TR-FRET artefact, counter-screen to PPARgamma/SRC-3 agonist assay; 99,000 tested, 0.39% active; PPARgamma/SRC-3 format; active compounds read high; TR-FRET ratio at 8 µM; in the data active = TR-FRET ratio above about 2000; note: inactives centre near 1600; reference of the scale not given here
# Active calls of the source: *. An excerpt; count on the stated rates, not on these rows.
SMILES,SRC1 TRFRET art,SRC3 TRFRET art
CCOC(=O)/C(N=Nc1ccc2c(c1)OCO2)=C(\C)O,1485,1442
COc1cc(/C=N/NC(=S)NCCN2CCOCC2)cc(OC)c1OC,1947,1485
N#CC1=C(N)Oc2[nH]c(=S)[nH]c(=O)c2C12C(=O)Nc1ccccc12 (stereo unspecified),1784,1644
Clc1cccc(-c2ccc(CNCCCN3CCOCC3)o2)c1,1442,1544
Cc1ccc(NC(=O)CC(=O)Nc2ccc(C)cc2)cc1,1836,1621
Cc1cc(C)n(C(=O)CSc2nc3ccccc3o2)n1,1598,1478
Cc1ccc(CNC(=O)CCS(=O)(=O)c2ccc(Cl)cc2)cc1,1604,1536
Cc1cccc(NC(=O)c2cc(-c3ccc(C)s3)nc3ccccc23)n1,2018,2191*
CC1=CC(C)[C@H](/C=N/n2c(=O)[nH]c3c([nH]c4ccc(Br)cc43)c2=O)C(C)C1 (stereo partly specified),1732,1678
Cn1ccnc1SCC(=O)Nc1cccc(C(F)(F)F)c1,1703,1689
O=C(C1CCCCN1S(=O)(=O)c1ccccc1[N+](=O)[O-])N1CCOCC1 (stereo unspecified),1662,1659
CC(C)CNC(=O)Nc1ccccc1F,1915,1470
CC1=C(C#N)C(c2ccccc2O)C(C#N)=C(C)N1,1847,1460
Cc1ccc2oc(=S)n(C)c2c1,1581,1497
COc1cc2c(cc1NC(=O)COC(=O)C(CCSC)NC(=O)c1ccccc1Cl)oc1ccccc12 (stereo unspecified),1805,1523
CCCCc1c(O)nc2sccn2c1=O,2037,1564
CCN1CCN(c2nc(Nc3ccccc3)nc(N)c2[N+](=O)[O-])CC1,1672,1633
Cc1cccc(OCC(=O)Nc2ccc(N3CCN(C(=O)c4ccco4)CC3)cc2)c1C,1768,1531
Cc1cc(C)cc(NC(=O)CCn2cnc3cc(C)c(C)cc32)c1,1993,1633
CCOC(=O)Cn1nc(C)c(NC(=O)COc2ccccc2)c1C,1755,1552
C/C(N)=C(/C#N)C(=O)CSc1nc(C2CCCCC2)n(-c2ccccc2)n1,1886,1719
CCOC(=O)/C(=N\Nc1ccccc1Cl)N(C)C1CCCCC1,1554,1563
O=[N+]([O-])c1ccc2[nH]ncc2c1,1950,1596
CC1(C)Cc2c(ccc3ccccc23)C2=C(C(=O)N3CCCC3)C(=O)C(=O)N21,1945,1655
CC(C)NC(=O)CN1C(=O)c2ccccc2S1(=O)=O,2025,1737
CC(C)CNc1oc(-c2ccccc2Cl)nc1C#N,1659,1526
CCOC(=O)C(=O)c1c(-c2ccccc2)nc2ccccn12,1630,1498
C1CCc2nnc(C3CC3)n2CC1,1936,1700
CCC(=O)N/N=C(\C)CC(=O)Nc1cccc([N+](=O)[O-])c1,1662,1499
COc1ccc(OC)c(S(=O)(=O)N2CCCCC2C(=O)N2CCN(c3ccccn3)CC2)c1 (stereo unspecified),1811,1431
C/C(=N\NC(=O)COc1ccccc1)c1ccc(O)cc1,1569,1646
CN1CCN(c2ccc(NC(=O)c3ccc(C(F)(F)F)cc3)cn2)CC1,2056,1553
FC(F)(F)c1cccc(NC(=S)N2CCCCCC2)c1,1520,1421
O=C(CCc1ccc(S(=O)(=O)NCc2ccccc2)cc1)NCc1ccco1,1683,1514
O=C(Cc1ccccc1[N+](=O)[O-])NCc1ccc(Cl)cc1,1837,1627
COc1ccc(CN=C(NS(=O)(=O)c2cccs2)SC)cc1,1587,1397
O=C(Nc1nc2ccccc2c2nc3ccccc3n12)c1ccc(F)cc1,1803,1499
C=CCn1c(SCc2ccc(C(=O)OC)cc2)nnc1-c1sc(N)nc1C,1914,1516
O=C(CSc1ccc2c(c1)OCCO2)NCc1ccccc1,1926,1505
CC(C)N(C(=O)CSc1nnc(NC(=O)c2ccco2)s1)C(C)C,1635,1841
COc1ccccc1NS(=O)(=O)c1cccc(NC(=S)NCCN2CCOCC2)c1,1752,1769
C/C(=N\NC(=O)CCc1ccccc1)C1C(=O)c2ccccc2C1=O,1750,1690
C=CCn1c(=O)c2ccc(C(=O)NCc3ccccc3)cc2n(Cc2ccccc2Cl)c1=O,1732,1831
CCOC(=O)Cn1nc(-c2ccccc2)c2cnc3ccc(C)cc3c21,1664,1481
CCN1CCN(c2ccc(NC(=O)c3ccc([N+](=O)[O-])o3)cc2Cl)CC1,1847,1683
CCc1cc2c(=O)c(-c3cnn(-c4ccccc4)c3)c(C)oc2cc1OCC(=O)Nc1cccc(C)c1,1565,1369
CCCn1c(=O)c(C(=O)Nc2ncccc2C)c(O)c2ccccc21,1692,1572
COCCN(C(=O)CSc1nc2ccccc2c(=O)n1C(C)COC)c1c(N)n(Cc2ccccc2)c(=O)[nH]c1=O (stereo unspecified),1824,1583
COc1ccc(C(=O)Nc2ccc(C3CC3(Cl)Cl)cc2)cc1 (stereo unspecified),1800,1683
CCCCCC(=O)NN=C1CCN(Cc2ccccc2)CC1,1652,1273
Cc1cc(NC(=O)c2ccccc2)ncc1NC(=O)c1cccs1,1621,1475
CCC(C)NS(=O)(=O)c1ccc(N)cc1 (stereo unspecified),1932,1600
O=C(O)CSc1nnc(-c2ccccc2Br)n1-c1cccc(C(F)(F)F)c1,1662,1404
CC(=O)c1ccc(NC(=S)NCc2cccnc2)cc1,2018,1637
Cc1cc(S(=O)(=O)NC(C)C)ccc1OCC(=O)NCc1ccccc1,1894,1588
CNC(=O)C1=C(C)n2c(nc3ccccc32)NC1c1ccc(OC)cc1 (stereo unspecified),1993,1771
O=C1CCC(=O)N1c1ccc(NC2CCN(Cc3ccccc3)CC2)c([N+](=O)[O-])c1,1665,1653
COc1ccc(CC(=O)Nc2ccc3c(c2)CCC3)cc1,1720,1608
Nc1nc(NCc2ccccc2)nc(NCc2ccccc2)c1[N+](=O)[O-],1935,1616
O=C(CSCc1ccc(Cl)cc1)Nc1ccc(S(=O)(=O)N2CCOCC2)cc1,1842,1555

# Of the compounds above, these contain a CF3 group.
SMILES,SRC1 TRFRET art,SRC3 TRFRET art
Cn1ccnc1SCC(=O)Nc1cccc(C(F)(F)F)c1,1703,1689
CN1CCN(c2ccc(NC(=O)c3ccc(C(F)(F)F)cc3)cn2)CC1,2056,1553
FC(F)(F)c1cccc(NC(=S)N2CCCCCC2)c1,1520,1421
O=C(O)CSc1nnc(-c2ccccc2Br)n1-c1cccc(C(F)(F)F)c1,1662,1404

# The list continues:
SMILES,SRC1 TRFRET art,SRC3 TRFRET art
O=C(Nc1ccc(S(=O)(=O)N2CCCC2)cc1)C1CCCN1C(=O)c1cccs1 (stereo unspecified),1653,1348
O=C(CCC1CCCN(C(=O)Cc2ccc(F)cc2)C1)N1CCN(c2ccccn2)CC1 (stereo unspecified),1641,1603
CC(=O)Nc1ccc2c(c1)nc1n2CCN(C2CCCCC2)C1,1859,1694
O=C1c2ccccc2C(=O)C12OC2c1ccc(Cl)cc1Cl (stereo unspecified),1682,1448
CCc1ccccc1NC(=S)N(CCN(C)C)C(C)c1ccco1 (stereo unspecified),2087,1749
Cc1cc(=O)[nH]c(SCC(=O)NCC2CCCCC2)c1C#N,1806,1592
COc1cc2c(cc1NC(=O)C(C)NCc1ccccc1)oc1ccccc12 (stereo unspecified),1686,1624
CC(C)(CO)CNC(=O)CCc1nnc(C2(c3ccc(Cl)cc3)CCC2)o1,1645,1686
Cn1c(Cc2ccccc2)nnc1SCc1cc(=O)n2ccsc2n1,1632,1407
CC1=NOC(=O)/C1=C\c1ccc(-c2ccc(Cl)c(C(=O)O)c2)o1,1933,1656
O=C(C1=C(O)C(=O)N(c2ccccc2)C1c1ccc([N+](=O)[O-])cc1)c1cccs1 (stereo unspecified),2021,1429
COC(=O)N[C@H](CC(C)=O)c1ccccc1,1474,1456
Cc1nc(Nc2c(Cl)cccc2Cl)sc1C(=O)Nc1ccccc1,1905,1679
CC(NC(=O)Cn1nc(C(=O)O)c2ccccc2c1=O)C12CC3CC(CC(C3)C1)C2 (stereo unspecified),1681,1761
CCN(CC)CCNC(=O)c1ccc(NC(=O)c2cccc(S(=O)(=O)Nc3ccc(C)cc3)c2)cc1,1652,1590
O=C(CNC(=O)c1ccc(-c2ccccc2)cc1)OCc1ccc(Br)cc1,1716,1721
CCOC(=O)CSc1nc2cc(OCC)ccc2cc1C#N,1695,1861
COc1cc(-n2nnnc2SC)c(OC)cc1Cl,1984,1792
Cc1ccc(OCCSc2ncccn2)c(C)c1,1705,1553
C(=N\N(c1ccccc1)c1ccccc1)/c1ccc(N2CCOCC2)s1,2045,1704
Cc1ccc(S(=O)(=O)N(C)c2cc(S(N)(=O)=O)c(C)cc2C)cc1,1826,1546
O=[N+]([O-])c1cc(S(=O)(=O)NCCN2CCOCC2)ccc1Sc1nnnn1-c1ccccc1,1721,1699
CS(=O)(=O)Cc1cc(Sc2ccccc2)nc(-c2ccncc2)n1,2092,1780
Cc1nnc(NC(=O)CSc2ccc3nnc(-c4cccnc4)n3n2)s1,1769,1529
Cc1ccc(NC(=O)COC(=O)c2cc(C)nc3ccccc23)c([N+](=O)[O-])c1,1864,1590
CN1C(=O)CC(N2CCN(C(=O)CN3CCCC3)CC2)C1=O (stereo unspecified),2116,1526
C=CCn1c(CCn2c3ccccc3c3ccccc32)n[nH]c1=S,1813,1717
CCOCCCNC(=O)C(c1ccc(OC)cc1)N(Cc1ccc2c(c1)OCO2)C(=O)c1ccccc1O (stereo unspecified),1842,1749
CCNC(=S)N1CCNC(=O)C1CC(=O)OC (stereo unspecified),1501,1446
Cc1occc1C(=O)NNC(=O)Nc1ccc(Cl)c(Cl)c1,1557,1366
COc1cccc(-c2noc(-c3ccc(Br)o3)n2)c1,1740,1629
CCOC(=O)C1=C(CC)Nc2ccccc2N=C1NC(=O)c1ccc(S(=O)(=O)N2CCCC2)cc1,1959,1636
CCc1ccc(-c2nc(SCC(=O)N3CCOCC3)n[nH]2)cc1,1627,1519
C=CCCC(=O)Nc1ccc(Br)cn1,1672,1612
CN(C)C(CNC(=O)c1ccc(S(=O)(=O)NCc2ccco2)cc1)c1ccccc1 (stereo unspecified),1787,1495
O=C(COc1ncnc2ccccc12)NCCC1=CCCCC1,1861,1321
CC(C(=O)Nc1ccccc1Cl)c1ccc([N+](=O)[O-])cc1 (stereo unspecified),1886,1627
O=C(COc1ccccc1)NNC1=NS(=O)(=O)c2ccccc21,1793,1559
Cc1nn(-c2ccc(F)cc2)c(N)c1C1(O)C(=O)Nc2ccccc21 (stereo unspecified),1707,1400
COc1ccc(-n2c(=O)[nH]c3cc(C(=O)NCCc4ccc(Cl)cc4)ccc3c2=O)cc1OC,1872,1606
Cc1ccc(C2C3=C(CCCC3=O)OC3=C2C(=O)CCC3)cc1,1875,1549
O=C(CNCC1(N2CCOCC2)CCCCC1)Nc1ccc(Cl)cc1,1519,1601
CCc1nc(NCCc2ccccn2)c2nnn(Cc3ccccc3F)c2n1,1931,1506
COc1cc(CO)ccc1OCc1nnnn1-c1ccc(C)cc1,2004,1472
Cc1ccc(NCc2ccccc2)cc1,1687,1473

# 2 successive entries out of the list so far:
SMILES,SRC1 TRFRET art,SRC3 TRFRET art
COc1cc(CO)ccc1OCc1nnnn1-c1ccc(C)cc1,2004,1472
Cc1ccc(NCc2ccccc2)cc1,1687,1473

# The listing picks up; the 2 compounds before the break are reprinted first.
SMILES,SRC1 TRFRET art,SRC3 TRFRET art
COc1cc(CO)ccc1OCc1nnnn1-c1ccc(C)cc1,2004,1472
Cc1ccc(NCc2ccccc2)cc1,1687,1473
C/C(=N\Nc1nc(N2CCOCC2)nc(N2CCOCC2)n1)c1ccc([N+](=O)[O-])cc1,1852,1671
CCCCCCCCCCCCCCCC[n+]1ccc(/C=N/O)cc1,1746,1742
COc1cccc(C(=O)N2c3ccccc3Sc3ccccc32)c1,1616,1632
COc1ccc(/C=N/NC(=O)C[n+]2ccccc2)c(OC)c1,1900,1572
CCOC(=O)N1CCN(c2cc(=O)n(-c3cccc(C)c3)c(=O)[nH]2)CC1,1937,1897
COc1ccc(Nc2nc(-c3ccc(OC)cc3)cs2)cc1,1982,1530
O=C(NNc1nc2cc3c(cc2s1)OCO3)c1ccccc1,1815,1665
Cc1ccc2nc(SCC(=O)NCc3ccco3)c(C)cc2c1,1487,1401
CCc1nc2cc3sc(CC)nc3cc2s1,1815,1878
O=[N+]([O-])c1ccc(-n2cccc2/C=N/Nc2nc(N3CCCCC3)nc(N3CCCCC3)n2)cc1,1708,1734
C#CCOCCOCCOCCNc1nc(N2CCOCC2)nc(N2CCN(C(=O)[C@H]([C@@H](C)CC)n3cc(CCCCN)nn3)CC2)n1,1556,1265
O=C(Cn1cc(C(F)(F)F)ccc1=O)N/N=C/c1ccccc1,1866,1534
NNC(=O)CSc1ncc(-c2ccccc2)[nH]1,2087,1689
CC(C)c1ccc(C2=NN(c3ccccc3)C(=O)CC2)cc1,1663,1510
O=C(Cc1ccccc1)NCc1n[nH]c(=S)n1-c1ccccc1,1808,1595

# Rewritten with two lines to a compound: entries from further up
# Values run as follows: SRC1 TRFRET art | SRC3 TRFRET art
CCCCCCCCCCCCCCCC[n+]1ccc(/C=N/O)cc1
 : 1746 | 1742
COc1ccc(/C=N/NC(=O)C[n+]2ccccc2)c(OC)c1
 : 1900 | 1572
CCOC(=O)N1CCN(c2cc(=O)n(-c3cccc(C)c3)c(=O)[nH]2)CC1
 : 1937 | 1897
O=C(Cn1cc(C(F)(F)F)ccc1=O)N/N=C/c1ccccc1
 : 1866 | 1534

# The listing continues:
SMILES,SRC1 TRFRET art,SRC3 TRFRET art
N#Cc1sc2nc(C3CC3)cc(-c3ccc(Cl)cc3)c2c1N,1898,1403
O=C(NNC1CC(c2ccccc2)=NN1C(=O)c1ccccc1)c1ccccc1 (stereo unspecified),1532,1445
NC(=O)c1cc2cc(Cc3ccccc3Cl)ccc2oc1=O,1825,1642
CCN(Cc1ccccc1)C(=O)COC(=O)c1cnc(C)cn1,1841,1639
CCOc1ncccc1C(=O)Nc1ccc(F)c(Cl)c1,1725,1522

# Bioassay records from PubChem.
